UGM FP inh: M. tuberculosis UGM enzyme inhibitors, primary screen, biochemical, fluorescence polarization, single point; UDP-galactopyranose mutase (Mycobacterium tuberculosis (strain ATCC 25618 / H37Rv)), …; purified UGM, fluorescence polarization probe displacement; inhibition, % at 10 µM; 320,000 tested, 0.06% active; in the data active means inhibition above about 10%, passing the limit was not always enough
FBA Mtb inh: Mtb FBA enzyme inhibitors, primary screen, biochemical, fluorescence, strain H37Rv. purified M. tuberculosis FBA, fluorescence read-out. inhibition, % at 1 µM. 360,000 tested, 2.3% active. AID 588726, 2011; in the data active means inhibition above about 27%;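 further: 0% = vehicle and 100% = reference inhibitor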
Target sequence (P9WQA3 whole entry, looked up): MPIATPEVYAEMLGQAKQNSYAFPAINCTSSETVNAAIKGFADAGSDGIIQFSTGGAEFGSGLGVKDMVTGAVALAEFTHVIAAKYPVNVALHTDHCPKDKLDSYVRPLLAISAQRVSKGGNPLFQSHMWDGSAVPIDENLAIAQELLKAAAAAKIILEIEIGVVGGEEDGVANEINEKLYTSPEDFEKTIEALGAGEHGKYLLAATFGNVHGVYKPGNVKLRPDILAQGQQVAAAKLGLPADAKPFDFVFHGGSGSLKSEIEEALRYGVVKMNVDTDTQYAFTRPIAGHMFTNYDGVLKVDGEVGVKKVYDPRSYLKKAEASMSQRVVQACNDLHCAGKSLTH
Rv3671c protease: Rv3671c serine protease inhibitors, primary screen, biochemical, fluorescence polarization, M. tuberculosis H37Rv; P9WHR9; inhibition, % at 5.96 µM; 320,000 tested, 0.048% active; AID 2606, 2010; in the data active means inhibition above about 38%;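 further: extracellular domain of Rv3671c used as enzyme; 0% = enzyme with DMSO and 100% = no enzyme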
Mtb BioA inh: M. tuberculosis BioA enzyme inhibitors, primary screen, biochemical, plate reader, single point, HTS. purified M. tuberculosis BioA enzyme. inhibition, % at 9.99 µM. 7,8-diaminopelargonic acid synthase BioA (Mycobacterium tuberculosis). 360,000 tested, 0.096% active. AID 602481, 2012; in the data active means inhibition above about 40%
SSB-PriA inh: inhibitors of Klebsiella pneumoniae PriA binding to SSB C-terminal tail, primary screen, biochemical, AlphaScreen. AID 1272365, 2023. AlphaScreen SSBct-PriA binding, biotinylated peptide. inhibition, % at 33 µM. PriA–SSB C-terminal tail interaction (Klebsiella pneumoniae). 430,000 tested, 0.6% active; in the data active means inhibition mostly above about 37%, no sharp cut-off; inactive means mostly below about 20%;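 further: plate controls were negative control peptide for no effect and reference peptide for full effect; strong numbers were not always called active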
MazF activator: activators of E. coli MazEF toxin-antitoxin RNase, primary screen, biochemical, fluorescence, uHTS | FAM/BHQ RNA-DNA oligo cleavage fluorescence, 5 h | activation, % at 20 µM | AID 504720, 2011 | 350,000 tested, 0.32% active; in the data active means activation above about 50%
Target sequence (P0AE70 whole entry, looked up): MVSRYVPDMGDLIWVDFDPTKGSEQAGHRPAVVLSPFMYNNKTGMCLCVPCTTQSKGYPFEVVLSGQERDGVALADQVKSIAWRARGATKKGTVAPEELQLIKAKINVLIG
DUSP3 inh: VHR1 phosphatase inhibitors, primary screen, biochemical, absorbance, uHTS; Dual specificity protein phosphatase 3 (Homo sapiens), P51452; recombinant VHR phosphatase, pNPP absorbance; inhibition, % at 13.3 µM; 290,000 tested, 0.52% active; AID 1654, 2009; in the data active means inhibition above about 50%; further: some compounds called inactive have numbers as strong as hits
Target sequence (P51452 whole entry, looked up): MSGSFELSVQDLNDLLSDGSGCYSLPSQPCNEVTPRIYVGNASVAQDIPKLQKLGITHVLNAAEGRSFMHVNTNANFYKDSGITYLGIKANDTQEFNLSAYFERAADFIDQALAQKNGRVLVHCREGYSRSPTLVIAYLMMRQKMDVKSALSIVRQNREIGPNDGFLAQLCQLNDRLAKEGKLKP
GDH-TPI inh: GDH-TPI coupling enzyme inhibitors, primary screen, artefact control for M. tuberculosis FBA inhibitor project, biochemical, absorbance, full deck; GDH-TPI coupled enzyme counterscreen, NADH absorbance; inhibition, % at 4.8 µM; 360,000 tested, 1.2% active; AID 588335, 2011; in the data active means inhibition above about 30%;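 further: 0% = DMSO wells and 100% = wells lacking the enzyme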
BH1578 lux ind: inducers of Vibrio cholerae quorum light production without autoinducers, primary screen, BH1578 luxS cqsA deficient, single point; V. cholerae BH1578 lux reporter, luminescence, 6 h; activation, % at 18.7 µM; 350,000 tested, 0.16% active; in the data active means activation mostly above about 9.7%, no sharp cut-off; further: not every result past the cut was called active; inactives centre near 0; reference of the scale not given here
3CLpro inhibitor: SARS-CoV 3CLpro protease inhibitors, primary screen, biochemical, quenched FRET; recombinant SARS-CoV 3CLpro, quenched FRET peptide cleavage; 290,000 tested, 0.14% active; inhibition, % at 6 µM; Replicase polyprotein 1ab (Severe acute respiratory syndrome coronavirus), P0C6X7; in the data active means inhibition above about 12%
* hit, by the source's call; i = inactive; nt = no result given; & = joins results of further samples. Not all compounds are listed (hit frequency here may not be typical).

smiles,UGM FP inh,FBA Mtb inh,Rv3671c protease,Mtb BioA inh,SSB-PriA inh,MazF activator,DUSP3 inh,GDH-TPI inh,BH1578 lux ind,3CLpro inhibitor
Cc1cccc(-c2nnc(SCC(=O)N3CCCC3)o2)c1,0.0,0,-12,-2.4,-21,1,2,-2,-0.2,-4
CCCc1nc2ccccc2c(C(=O)OCC(=O)Nc2cccc(S(=O)(=O)N3CCOCC3)c2)c1CC,-0.5,-6,-150,nt,6,-13,26,4,-2.9,0
Cc1cccc(CC(=O)NCC(=O)NCc2cc(=O)n(C)c(=O)n2C)c1,-0.1,-6,-8,-0.3,-2,7,7,-2,-0.4,1
N#Cc1ccc(-c2csc(-c3ccno3)n2)cc1,0.6,6,3,-0.4,1,5,26,0,-0.6,-1
COC(=O)C1=C(N)Oc2cc(C)n(Cc3cccnc3)c(=O)c2C1c1ccc(OC)c(OC)c1 (centres undefined),-1.0,12,9,nt,-2,1,8,-5,-0.8,-3
CC(=O)c1ccc2c(c1)OCCOCCOCCOCCOCCO2,-3.1,0,-6,0.4,-6,-1,9,5,-1.4,3
Cc1sc2ncn3cnnc3c2c1C,-1.1,0,5,1.3,1&-20,-3,-3,17,i,3
CS(=O)(=O)N(CCc1ccccc1)CC(=O)NCc1ccccc1,2.2,1,10,-0.1,-2,-7,15,-12,-1.7,0
C/C(=N\NC(=O)CC1N=C(Cc2ccccc2)NNC1=O)c1ccc(Br)cc1 (centres undefined),-0.1,-1,7,nt,nt,14,-9,6,i,4
O=C(CCc1ccccc1)N/N=C/c1cc(Br)ccc1O,1.4,3,11,nt,nt,1,-4,17,-0.4,1
Cc1cccc(C(=O)NC(CC(=O)O)c2ccc(OC3CCCC3)cc2)c1[N+](=O)[O-] (centres undefined),3.5,0,-8,nt,-2,1,24,4,-0.5,0
CC(=O)N1CCN2C(=O)C1CCCC(=O)c1cc(C)ccc12 (centres undefined),0.3,2,5,nt,-18,9,-5,-6,0.6,0
CC(=O)c1cccc(NC=C2C(=O)OC3(CCCCC3)OC2=O)c1,-2.6,-6,-11,1.4,2,4,38,30,-0.4,5
Cc1ccc(C(=O)N/C(=C\c2cccs2)C(=O)NC2CCCCC2)cc1,-1.2,1,2,0.2,-14,13,4,6,6.7,7
CCCN1CCN(CCCNC(=O)C(CC)n2nc(C)c3sc4ccccc4c3c2=O)CC1 (centres undefined),-0.3,4,7,-1.6,0,17,14,-7,-0.2,-2
CCc1sc(C(=O)Nc2ccccc2N2CCOCC2)cc1C,0.2,0,0,nt,-23,0,6,0,-1.9,2
OCCN1CCN(c2nc(NCc3ccco3)c3ccccc3n2)CC1,3.3,7,5,nt,6,6,13,18,-0.3,-2
COc1ccc(NC(=O)c2ccc(NC(=O)CN3CCN(c4ccccc4)CC3)cc2)cc1,-0.4,16,3,-3.7,1,-7,nt,14,0.5,nt
Cc1ccc(-n2nc3c(=O)n(CC(=O)NCc4ccccn4)nc(C)c3c2C)cc1,-0.4,1,3,6.0,-7,6,6,7,-0.3,-3
CC(=O)Nc1ccc(SCC(=O)NC(=O)c2ccc(Cl)cc2)cc1,nt,1,nt,-0.3,nt,-1,nt,5,-0.5,nt
C[C@H](CO)N1C[C@H](C)[C@@H](CN(C)Cc2ccccc2)Oc2c(NC(=O)C3CC3)cccc2C1=O,4.5,4,2,-1.9&0.1,-6,-5,nt,10,-4.3,nt
COc1ccc(/C=N/Nc2nc(-c3cccc(S(=O)(=O)N4CCCC4)c3)cs2)c(OC)c1,1.2,-2,-2,nt,nt,-5,-10,11,-0.2,2
Cc1ccc(N(C(C)C(=O)N2CCCCC2)S(C)(=O)=O)cc1C (centres undefined),-2.4,4,-4,0.5,-17,6,27,9,25*,-1
O=C(c1cn(CC(=O)N2CCCCC2)c2ccccc12)C1CC1,0.5,0,4,-1.0,-8,-9,-1,7,-0.4,1
CS(=O)(=O)Nc1ccc(S(=O)(=O)N2CCCC2)cc1,5.0,5,6,nt,1,3,3,-3,i,-2
O=C(c1nn2c(C(F)(F)F)cc(-c3cccs3)nc2c1Br)N1CCCc2ccccc21,-1.0,1,-11,nt,-9,-2,2,14,-0.3,2
O=C(COC(=O)c1ncc(Cl)c(Cl)c1Cl)Nc1ccccc1OC(F)F,-1.2,3,-1,-2.1,-20,2,-11,7,-0.4,-1
CN(CC(=O)Nc1ccccc1Br)C(=O)c1ccccc1OCc1ccc(Cl)cc1,nt,-1,nt,1.9,-6,5,nt,-7,i,nt
CSCCC(NS(=O)(=O)c1cccc(C(F)(F)F)c1)C(=O)N(C)Cc1ccc2c(c1)OCCO2 (centres undefined),-0.1,1,-2,-1.1,8,2,24,-2,-0.2,-1
CCn1c(C)c(C(C)=O)c(N2CCN(c3ccccn3)CC2)nc1=S,-0.4,1,9,1.2,-29,8,4,5,i,-3
Cc1c(Cl)cccc1NC(=O)Nn1cnnc1,0.0,2,nt,-1.0,6,-3,19,-2,0.1,-6
COc1cc(OC)cc(C(=O)NNC(=O)c2ccc(S(=O)(=O)N3CC(C)OC(C)C3)cc2)c1 (centres undefined),2.8,-1,-5,0.0,-10,3,-25,16,-0.3,-4
COc1cc(CC(=O)OCC(=O)c2ccc3c(c2)OCCO3)cc(OC)c1OC,-2.6,-3,-3,-0.5,-8,5,-2,-12,-0.3,0
S=C(c1c[nH]c2ccccc12)N1CCCC1,0.8,4,2,0.8,-1,2,18,3,i,-3
CCc1cc(/C(Cc2ccc3ccccc3n2)=N\O)c(O)cc1O,-0.3,-3,23,-2.1,nt,8,25,0,i,3
COC(=O)C1CSC(C(=O)OC)N1C(=O)CN1CCN(c2ccccc2)CC1 (centres undefined),-2.1,1,4,nt,-11,5,14,7,-0.9,4
O=C(Nc1ncc(Cc2cccc(Cl)c2)s1)c1ccc([N+](=O)[O-])cc1,-0.4,-2,4,-0.9,-25,34,28,0,-2.7,-1
O=C(c1cc(-c2ccc(Cl)cc2)n[nH]1)N1CCN(C(=O)c2ccco2)CC1,-0.2,0,-12,-4.0,7,11,4,7,-0.5,2
C[C@H]1CN([C@@H](C)CO)S(=O)(=O)c2ccc(C#CC3CC3)cc2O[C@H]1CN(C)C(=O)c1cccnc1,nt,0,nt,0.1&-1.4&1.1,nt,0,nt,-13,-0.4,nt
CCN(CC)C(=O)CSc1nc2ncc(Cl)cc2[nH]1,-1.2,-2,4,0.3,-11,-1,14,-1,i,-1
Cc1cccc(C(=O)NCCC(=O)NCc2ccccc2F)c1,1.0,-2,11,-1.5,-8,5,nt,-9,-0.6,nt
Cc1ccc(S(=O)(=O)Nc2csc(C)c2C(=O)O)cc1,-1.8,nt,9,nt,-10,1,40,nt,nt,2
CCOC(=O)CNC(=O)C12CC3CC(CC(C3)C1)C2,1.8,-1,-1,nt,4,6,18,3,-0.3,-3
COc1cc(NC(=O)CNC(=O)Cn2cnc3sc(C)c(C)c3c2=O)cc(OC)c1OC,nt,2,nt,0.9,nt,6,nt,4,i,nt
COc1cccc(C(=O)C2=NN(C(C)=O)CC2c2ccco2)c1 (centres undefined),-0.8,2,10,nt,3,3,21,9,-1.0,0
O=C(CCCc1c[nH]c2ccccc12)N1CCCCCC1,0.2,4,1,-1.7,2,3,12,2,i,-8
N#CCC(=O)NN1Cc2ccccc2C1=N,2.3,-4,5,nt,-4&-14,0,-9,3,-0.6,-3
CC(C)c1ccccc1OCC(O)CN1CCN(S(=O)(=O)c2ccc([N+](=O)[O-])cc2)CC1 (centres undefined),0.0,-1,9,0.3,1,-9,-2,6,-0.6,1
Cn1c(=O)c2c(ncn2CC(=O)Nc2nc(-c3ccccc3Cl)cs2)n(C)c1=O,-1.0,-1,1,-1.6,-19,74*,25,3,i,-2
CN(CC(=O)Nc1ccc(F)c(F)c1F)C(=O)C1CCCN1C(=O)c1cccs1 (centres undefined),nt,0,nt,-0.3,nt,-4,nt,5,-0.3,nt
CSc1nc(O)c(Nc2cccc(Cl)c2)c(=O)[nH]1,1.1,4,1,-0.5,5,-11,6,6,-0.6,-2
COc1ccc(CSc2nnnn2Cc2ccccc2)cc1OC,0.1,2,-4,nt,-22,2,24,-16,-0.3,0
CS(=O)(=O)N1CCN(c2ccccc2NC(=O)Cc2ccc(Cl)cc2)CC1,-0.1,4,4,-1.6,-7,-2,-1,4,0.7,0
O=C(Oc1cccnc1)c1cc2ccccc2oc1=O,1.8,3,0,-0.5,-2&-6,1,40,18,-0.8,3
Nc1cc2nsnc2cc1Br,2.3,-3,-171,2.2,14,-4,52*,-4,-0.4,0
Cn1c(SCC2CCCCC2)nnc1-c1ccncc1,-5.3,-10,13,2.6,-4,6,-8,-14,-3.2,3

Another view of eleven compounds above:
Second line of a record: UGM FP inh	FBA Mtb inh	Rv3671c protease	Mtb BioA inh	SSB-PriA inh	MazF activator	DUSP3 inh	GDH-TPI inh	BH1578 lux ind	3CLpro inhibitor
O=C(CCc1ccccc1)N/N=C/c1cc(Br)ccc1O
→ 1.4	3	11	nt	nt	1	-4	17	-0.4	1
Cc1cccc(C(=O)NC(CC(=O)O)c2ccc(OC3CCCC3)cc2)c1[N+](=O)[O-] (centres undefined)
→ 3.5	0	-8	nt	-2	1	24	4	-0.5	0
CC(=O)N1CCN2C(=O)C1CCCC(=O)c1cc(C)ccc12 (centres undefined)
→ 0.3	2	5	nt	-18	9	-5	-6	0.6	0
CC(=O)c1cccc(NC=C2C(=O)OC3(CCCCC3)OC2=O)c1
→ -2.6	-6	-11	1.4	2	4	38	30	-0.4	5
Cc1ccc(C(=O)N/C(=C\c2cccs2)C(=O)NC2CCCCC2)cc1
→ -1.2	1	2	0.2	-14	13	4	6	6.7	7
CCCN1CCN(CCCNC(=O)C(CC)n2nc(C)c3sc4ccccc4c3c2=O)CC1 (centres undefined)
→ -0.3	4	7	-1.6	0	17	14	-7	-0.2	-2
CCc1sc(C(=O)Nc2ccccc2N2CCOCC2)cc1C
→ 0.2	0	0	nt	-23	0	6	0	-1.9	2
OCCN1CCN(c2nc(NCc3ccco3)c3ccccc3n2)CC1
→ 3.3	7	5	nt	6	6	13	18	-0.3	-2
COc1ccc(NC(=O)c2ccc(NC(=O)CN3CCN(c4ccccc4)CC3)cc2)cc1
→ -0.4	16	3	-3.7	1	-7	nt	14	0.5	nt
Cc1ccc(-n2nc3c(=O)n(CC(=O)NCc4ccccn4)nc(C)c3c2C)cc1
→ -0.4	1	3	6.0	-7	6	6	7	-0.3	-3
CC(=O)Nc1ccc(SCC(=O)NC(=O)c2ccc(Cl)cc2)cc1
→ nt	1	nt	-0.3	nt	-1	nt	5	-0.5	nt

Screens (PubChem)
